A549 tox – A549 cytotoxicity, counter-screen for Nrf2 inhibitors | A549 ARE-Fluc cells, CellTiter-Fluor viability, 18-24 h | Potency, µM (highest dose often 46 µM), inactives show at the highest dose activity change, negative = cytotoxicity, hits mostly inhibitors | actives 0.16% (n = 390,000); also: potency is read from the fitted curve at half-maximal effect; % is scaled to controls: 0 for no effect and ±100 for the full control effect
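Cytotoxicity counterscreen: CellTiter-Fluor fluorescence was measured in A549 ARE_Fluc cells after 18-24 h of compound exposure in a concentration series. The subsequent BugLite luminescent read reports ARE-luciferase activity.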
HepG2 tox – HepG2 cytotoxicity, counter-screen for TGF-b inhibitors | HepG2 CAGA-GFP viability, ATP luminescence, 18 h | Potency, µM (series often up to 46.1 µM), inactives show top-dose activity change, negative = cytotoxicity, most hits filed as cytotoxic | actives 0.76% (n = 410,000) | AID 588856; also: potency is read from the fitted curve at half-maximal effect; some results filed as inactive show a strong effect at the top dose
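HepG2 CAGA-GFP cells (1000/well, DMEM with 1% FBS) received compound, then TGF-beta at 500 pg/mL final, and were incubated 18 hours at 37 degrees C. Viability was read by CellTiter-Glo luminescence. Media-only wells were set as complete cell-killing and DMSO as no toxicity.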
Nrf2 ARE act – activators of Nrf2 (ARE) signaling. AREc32 ARE-luciferase reporter (MCF7-derived line), luminescence, 24 h. Potency, µM (highest dose often 46.1 µM), without a hit: at the top dose activation, most hits filed as activators. actives 0.31% (n = 410,000). AID 624171; also: potency is read from the fitted curve at half-maximal effect; % of control where 0% means no effect; nearly all actives have a fitted effect of over 65% in size
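For detection, Steady-Glo was added and plates sat 30 min at RT; before that, AREc32_Fluc cells grown overnight in OPTI-MEM/5% FBS had been treated with 23 nL compound for 24 hr at 37 deg C.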
MCF10A rerep – inducers of DNA re-replication in MCF 10A breast cells; MCF 10A DNA re-replication, Hoechst nuclear intensity, 48 h; Potency, µM (series often up to 46.1 µM), inactives show at the top dose activity, positive = re-replication, actives largely listed as activators; actives 2.9% (n = 350,000); also: potency is read from the fitted curve at half-maximal effect; % of control where 0% means no effect; nearly all actives have a fitted effect of over 50% in size
S2 tox – cell viability loss in ATXN counter-screen | S2 cells (HEK-293 line with an ATXN2-luciferase reporter) viability, CellTiter-Fluor protease fluorescence, 24 h | Potency, µM (titrated, usually from 56.7 µM), most hits filed as cytotoxic | actives 0.49% (n = 400,000); also: potency is read from the fitted curve at half-maximal effect; nearly all actives have a fitted effect of over 40% in size
TGFb SMAD3 inh – inhibitors of TGF-b signaling; HepG2 CAGA-GFP TGF-b/SMAD3 reporter, GFP fluorescence, 18 h; TGF-beta stimulated, 500 pg/mL final; Potency, µM (series often up to 46.1 µM), for inactives: at the highest dose activity, negative = inhibition, hits mostly inhibitors; actives 1.2% (n = 410,000); AID 588855; also: potency is read from the fitted curve at half-maximal effect; % is scaled to controls: 0 for no effect and ±100 for the full control effect; nearly all actives have a fitted effect of over 65% in size
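Inhibition of TGF-beta-driven CAGA-GFP reporter expression in HEPG2 cells is measured by cellular GFP fluorescence after 18 h stimulation with 500 pg/mL recombinant TGF-beta in 1% FBS medium at 37 degrees C.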
ATXN2 expr inh – inhibitors of ATXN2 expression | HEK-293 ATXN2-luciferase reporter, luminescence, 24 h | AID 1745845 | actives 0.72% (n = 360,000) | Potency, µM (highest dose often 57 µM), for inactives: at the top dose activity change, negative = inhibition, usual class: inhibitors; also: potency is read from the fitted curve at half-maximal effect; % is scaled to controls: 0 for no effect and ±100 for the full control effect; nearly all actives have a fitted effect of over 55% in size
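qHTS (up to 57 uM final) was run with 24 h compound exposure of reporter cells at 37 °C. Each well was multiplexed: SteadyGlo luminescence measured ATXN2-luciferase expression after a fluorogenic Gly-Phe-AFC viability readout (25 uM final).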
IL-1B inflam inh – inhibitors of inflammasome signaling (IL-1 beta secretion). THP-1 LPS/ATP IL-1B secretion, AlphaLISA, 16 h; hits give low values. activity change, % at 57.5 µM. actives 4.7% (n = 360,000). AID 743279; in the data active = activity change below about -50%; inconclusive = mostly about -30% to -49%; also: % is scaled to controls: 0 for no effect and ±100 for the full control effect
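THP-1 cells pretreated 1 hr with compounds (up to 57.5 uM final), then stimulated with LPS (250 ng/mL final) plus ATP (1.25 mM final); secreted IL-1B measured by AlphaLISA after 16 hr, decreased signal indicating inhibition.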
Nrf2 inh – inhibitors of Nrf2 signaling; A549 ARE-Fluc reporter, luciferase luminescence, 18-24 h; Potency, µM (highest dose often 46 µM), for inactives: top-dose activity change, negative = inhibition, usual class: inhibitors; actives 2.1% (n = 360,000); also: potency is read from the fitted curve at half-maximal effect; % is scaled to controls: 0 for no effect and ±100 for the full control effect; nearly all actives have a fitted effect of over 60% in size
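In this cell-based qHTS, ARE-driven firefly luciferase in A549 cells reports Nrf2 activity; the luminescent signal after BugLite lysis is the measured value, with a prior CellTiter-Fluor read for cell health.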
Numbers without * were called inactive; i = inactive; ? = inconclusive; . = not tested or not shown; & = joins results of further samples; [ ] = another dose, or the depositor's remark. Unless noted, calls follow the shape of the dose curve; as a rule, active = well fitted curve in the direction sought with a large enough effect; inconclusive = small, poorly fitted or top-dose-only effect, or another doubt; inactive = no such curve, though single readings can be large; an effect the other way counts as inactive or inconclusive. No enrichment for hits, and some 8.8% of all compounds hit somewhere here.

item	canonical_smiles	A549 tox	HepG2 tox	Nrf2 ARE act	MCF10A rerep	S2 tox
1	C=C1CCC[C@]2(C)C[C@H]3OC(=O)C(CN4CCOCC4)[C@H]3C[C@@H]12 (stereo not given in full)	-3%	17%	?	-8%	?
2	COc1c(Cl)cc(Cl)cc1C(=O)Nc1ccccc1N1CCN(C(C)=O)CC1	1%	2%	-0.6%	0%	?
3	O=C(COC(=O)CCC(=O)N1CCOCC1)Nc1ccc(Br)cc1Br	1%	-19%	-0.5%	-3%	i
4	Cc1ccc(-c2nnn(CC(=O)N3C(C)CCCC3C)n2)cc1 (stereo not given)	-1%	-1%	-0.1%	-2%	i
5	COc1ccc(-c2cc(CCCC(=O)NCCc3cc(OC)ccc3OC)no2)cc1	-3%	1%	2.3%	7%	i
6	CC(C)c1ccc(N2C(=O)CC(Sc3ncn[nH]3)C2=O)cc1 (stereo not given)	13%	-22%	2.5%	?	i
7	Cc1ccc(NC2=NC(c3ccccc3)n3c(nc(C)cc3=O)N2)c(C)c1 (stereo not given)	-5%	2%	0.3%	1%	i
8	Cc1cc(C=C2C(=O)c3ccccc3C2=O)c(C)n1-c1ccc(Cl)cc1	3%	-53%	-0.4%	8%	i
9	Cn1c(-c2ccc3c(c2)OCO3)cnc1NCc1cccc(Cl)c1	0%	-30%	-0.7%	?	?
10	CN[C@H]1C[C@H]2c3[nH]c4ccc(-c5cccc(C)c5)cc4c3CCN2C[C@H]1[C@H](C)O	.	-124%	-5.0%	.	.

item	TGFb SMAD3 inh	ATXN2 expr inh	IL-1B inflam inh	Nrf2 inh
1	?	.	-74*	5%
2	-24%	4%	16	-1%
3	-3%	2%	-16	-18%
4	0%	-9%	3	-10%
5	?	-11%	-22	?
6	?	-13%	-23	20%
7	16%	8%	-74*	-13%
8	6%	60%[activator]	7	5%
9	-17%	3%	-19	-10%
10	?	?	?	.

item	canonical_smiles	A549 tox	HepG2 tox	Nrf2 ARE act	MCF10A rerep	S2 tox
11	CCN=C1S/C(=C\c2ccc(N3CCOCC3)cc2C)C(=O)N1CC	2%	-11%	-0.4%	?	i
12	Cc1cc(NC(=O)CSc2nnc(-c3ccccc3Cl)o2)no1	-2%	-12%	0.9%	2%	i
13	CCOc1ccc(CN2CCN(S(=O)(=O)c3ccc(NC(C)=O)cc3)CC2)cc1OC	9%	-16%	0.8%	-6%	i
14	CCOc1ccccc1N(C)C(=O)C1CCN(S(=O)(=O)c2cccc3nonc23)CC1	1%	0%	-0.6%	4%	i
15	Cc1c(NC(=O)c2ccc(F)cc2)c(=O)n(-c2ccccc2)n1C	-3%	0%	3.6%	4%	i
16	CCOC(=O)N1CCN(C(=O)CCc2c(C)nc3nc(C)nn3c2C)CC1	7%	0%	-1.3%	-18%	i
17	C/C=C/c1ccc(OCC(=O)NNC(=O)CN(C)S(=O)(=O)c2ccc(C)cc2)c(OC)c1	11%	-11%	0.5%	-3%	i
18	CSCCC(NC(=O)c1ccc(Cl)cc1)C(=O)OCC(=O)Nc1cc(Cl)ccc1C (stereo not given)	-1%	0%	-0.6%	-4%	i
19	CC(=O)c1c(C)[nH]c(C(=O)Nc2ccccc2N2CCOCC2)c1C	3%	10%	3.7%	3%	i
20	Cc1ccc(C(=O)Nc2sc(C)c(-c3ccccc3)c2C(N)=O)cc1[N+](=O)[O-]	6%	-14%	0.0%	10%	i

item	TGFb SMAD3 inh	ATXN2 expr inh	IL-1B inflam inh	Nrf2 inh
11	-4%	4%	10	3%
12	-4%	0%	21	10%
13	-23%	-8%	-22	-26%
14	?	4%	-1	.
15	-9%	1%	18	-3%
16	25%	-3%	-18	.
17	-29%	.	-29	2%
18	8%	-1%	-6	8%
19	-11%	8%	20	-5%
20	-4%	12%	-4	?

item	canonical_smiles	A549 tox	HepG2 tox	Nrf2 ARE act	MCF10A rerep	S2 tox
21	COc1cc(OC)cc(C(=O)Nc2cc(C)on2)c1	-3%	-14%	0.2%	2%	?
22	CC1=C(c2ccc(C)cc2)S(=O)(=O)N(CC(=O)O)C1=O	-2%	-7%	-0.2%	-8%	i
23	CCCCN(C(=O)C1CCC1)c1c(N)n(CC(C)C)c(=O)[nH]c1=O	-10%	0%	0.3%	0%	i
24	Cc1ccc(Cl)cc1NC(c1ccc(F)cc1)c1nnc(-c2ccccc2)o1 (stereo not given)	13%	-19%	11%	.	i
25	O=C(Cn1c(=O)oc2cc(S(=O)(=O)N3CCCC3)ccc21)N1CCN(C2CCCCC2)CC1	1%	6%	-0.2%	-1%	i
26	C#Cc1ccc([C@H]2C=C(C(=O)OCC=C)O[C@@H](OCc3ccc(CO)cc3)C2)cc1	-4%	-7%	0.8%	17%	i
27	CC(C)C[C@H](NC(=O)c1[nH]cnc1C(=O)N[C@H](C)c1ccccc1)C(=O)OC(C)(C)C	-11%	16µM*	-2.4%	?	.
28	COc1cc(C(CCN2CCN(c3ccccc3)CC2)c2c(OC)cc(OC)c3ccc(=O)oc23)cc(OC)c1OC (stereo not given)	-1%&-14%	-4%&-19%	8.4%	1%	?
29	Nc1n[nH]c2ccccc12	8%	9%	-0.2%	-2%	i
30	O=C(CN1C(=O)NC2(CCCC2)C1=O)c1ccc(Cl)s1	0%	-5%	0.3%	0%	i

item	TGFb SMAD3 inh	ATXN2 expr inh	IL-1B inflam inh	Nrf2 inh
21	-2%	.	1	-32%
22	-16%	1%	14	-1%
23	-1%	6%	2	7%
24	-29%	-11%	.	-23%
25	-1%	-1%	-10	7%
26	-9%	4%	27	4%
27	?	?	-55*	?
28	?	-2%	15	?
29	2%	-5%	5	-5%
30	4%	27%	10	1%

Compounds shown so far with fluorine (two):
item	canonical_smiles	A549 tox	HepG2 tox	Nrf2 ARE act	MCF10A rerep	S2 tox
15	Cc1c(NC(=O)c2ccc(F)cc2)c(=O)n(-c2ccccc2)n1C	-3%	0%	3.6%	4%	i
24	Cc1ccc(Cl)cc1NC(c1ccc(F)cc1)c1nnc(-c2ccccc2)o1 (stereo not given)	13%	-19%	11%	.	i

item	TGFb SMAD3 inh	ATXN2 expr inh	IL-1B inflam inh	Nrf2 inh
15	-9%	1%	18	-3%
24	-29%	-11%	.	-23%

Next structures
item	canonical_smiles	A549 tox	HepG2 tox	Nrf2 ARE act	MCF10A rerep	S2 tox
31	CN1CCN(NC(=O)c2cc(-c3cccc(Cl)c3)nc3ccccc23)CC1	2%	-41%	2.8%	1%	?
32	CCCC(=O)c1ccc(-c2ccccc2)cc1	6%	-13%	0.7%	-2%	i
33	Cc1ccc(N(CCC#N)C(=O)CSc2ccc3c(c2)OCCO3)cc1	-1%	8%	2.5%	-1%	i
34	FC(F)(F)c1cccc(N2CCN(CC3CC=CCC3)CC2)c1 (stereo not given)	-3%	-6%	0.2%	?	i
35	CC(=O)Nc1ccc(CN2CCN(CCC(C)C)C(CCO)C2)cc1 (stereo not given)	-1%	-9%	0.5%	-27%	i
36	O=C(Nc1cccc(-c2csc(Nc3ccc(Cl)cc3)n2)c1)c1ccccc1	-17%	-17%	-1.8%	16%	16µM*
37	CCCc1cc(=O)[nH]c(SCc2cc(=O)oc3c(C)c(C)ccc23)n1	-1%	-12%	-2.3%	1%	i
38	COc1ccc(NC(=O)C(NS(=O)(=O)c2cccc3nsnc23)c2ccccc2)cc1 (stereo not given)	12%	-1%	-1.4%	.	i
39	Cc1ccc2nc(SCC(=O)N3CCN(C(=O)c4ccco4)CC3)[nH]c2c1	6%	4%	6.0%	-1%	i
40	COc1ccc(OCC(=O)Nc2ncc3c(n2)CC(C)(C)CC3=O)cc1	-2%	1%	0.0%	-1%	i

item	TGFb SMAD3 inh	ATXN2 expr inh	IL-1B inflam inh	Nrf2 inh
31	4%	-9%	?	-12%
32	-18%	34%	9	.
33	-7%	6%	-17	-2%
34	6%	-20%	14	6%
35	3%	-11%[11.3 µM]	-23	2%
36	?	?	-59*	?
37	0%	16%	40	-3%
38	-11%	7%	.	-6%
39	11%	4%	1	-13%
40	0%	9%	12	3%

item	canonical_smiles	A549 tox	HepG2 tox	Nrf2 ARE act	MCF10A rerep	S2 tox
41	CC(=O)Nc1ccc(S(=O)(=O)NCC(=O)NCCc2ccc(S(N)(=O)=O)cc2)cc1	-6%	3%	-0.3%	-5%	i
42	NC(=NCc1ccco1)NC(=O)c1ccc(Cl)cc1	2%	-25%	4.0%	13%	i
43	COc1ccccc1CNC(=O)C1CC(c2ccccc2[N+](=O)[O-])=NO1 (stereo not given)	0%	-3%	4.5%	-7%	i
44	O=C(COC(=O)CNS(=O)(=O)c1ccc(F)c(F)c1F)NCCc1ccccc1	4%	66%	6.2%	?	i
45	COC(=O)c1ccc(OC(=O)CCN2c3ccccc3Sc3ccccc32)cc1	-1%	-2%	-1.1%	3%	?
46	CCCn1c(N)c(C(=O)COC(=O)c2cccc(S(=O)(=O)N3CCOCC3)c2)c(=O)[nH]c1=O	12%	1%	0.1%	10%	i
47	CN(C)C=NC(=O)/C(C#N)=C/c1ccccc1	2%	8%	-0.7%	18%	i
48	CCSc1nnc(NC(=O)COc2cccc3ccccc23)s1	8%	2%	-0.1%	4%	i

item	TGFb SMAD3 inh	ATXN2 expr inh	IL-1B inflam inh	Nrf2 inh
41	7%	6%	8	-8%
42	?	67%[activator]	-3	?
43	2%	12%	26	10%
44	-3%	5%	i	5%
45	0%	-10%	12	1%
46	3%	.	7	?
47	4%	-4%	0	15%
48	-8%	3%	36	10%

Assay outcomes: PubChem, National Center for Advancing Translational Sciences (NCATS)
